hcDAF-12 act – activates DAF-12 receptor from parasite H. contortus | HEK293 hcDAF-12 lit1-tk-luc reporter, luminescence; 0% DMSO, 100% Δ7-dafachronic acid | AID 652067 | activation, % at 6.8 µM | 1.4% of 370,000 active;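 active means activation above the mean of all tested compounds plus 3 SD, cut at about 5.5% in these data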;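 further: 100% = response to 3 µM Δ7-dafachronic acid high control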
DAX1 inh-1 – inhibits human nuclear receptor DAX1; AID 504766; inhibition, % at 6.75 µM; 0.99% of 340,000 active; P51843; HEK293 Gal4-DAX1 luciferase reporter, luminescence;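 active means inhibition above the mean over all tested compounds plus 3 SD, cut at about 4.2% in these data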;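 further: 0% = DAX1-transfected cells with DMSO and 100% = empty-vector control cells with DMSO; inhibition shows as a rise in luminescence from relieved DAX1 repression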
SMARCA2 act – activators of SMARCA2 function; MG213 cells, MMTV-luciferase reporter, dexamethasone, overnight; AID 652017; activation, % at 9.1 µM; 1% of 370,000 active; in the data active means activation above about 7.8%;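 further: 0% = vehicle wells and 100% = reference activator wells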
DAX1 inh-2 – inhibitors of DAX1 repression of SF-1 activated StAR promoter. HEK293T StAR-luciferase reporter, SF-1/DAX-1 repression relief. inhibition, % at 6.8 µM. AID 652010. 1.1% of 370,000 active;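 active means inhibition above the mean over all tested compounds plus 3 SD, cut at about 3.6% in these data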;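 further: 0% = DAX-1 cells with DMSO and 100% = cells lacking DAX-1 with DMSO; higher inhibition means more luminescence from relief of DAX-1 repression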
PLCb3 inh – PLC-beta3 (human) inhibition, primary screen; Purified PLC-beta3, fluorogenic substrate, fluorescence; inhibition, % at 12.2 µM; 0.18% of 370,000 active; AID 720704; in the data active means inhibition above about 11%;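 further: 0% = median of compound wells on plate and 100% = full blocker control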
Target sequence (Q01970 whole entry, looked up): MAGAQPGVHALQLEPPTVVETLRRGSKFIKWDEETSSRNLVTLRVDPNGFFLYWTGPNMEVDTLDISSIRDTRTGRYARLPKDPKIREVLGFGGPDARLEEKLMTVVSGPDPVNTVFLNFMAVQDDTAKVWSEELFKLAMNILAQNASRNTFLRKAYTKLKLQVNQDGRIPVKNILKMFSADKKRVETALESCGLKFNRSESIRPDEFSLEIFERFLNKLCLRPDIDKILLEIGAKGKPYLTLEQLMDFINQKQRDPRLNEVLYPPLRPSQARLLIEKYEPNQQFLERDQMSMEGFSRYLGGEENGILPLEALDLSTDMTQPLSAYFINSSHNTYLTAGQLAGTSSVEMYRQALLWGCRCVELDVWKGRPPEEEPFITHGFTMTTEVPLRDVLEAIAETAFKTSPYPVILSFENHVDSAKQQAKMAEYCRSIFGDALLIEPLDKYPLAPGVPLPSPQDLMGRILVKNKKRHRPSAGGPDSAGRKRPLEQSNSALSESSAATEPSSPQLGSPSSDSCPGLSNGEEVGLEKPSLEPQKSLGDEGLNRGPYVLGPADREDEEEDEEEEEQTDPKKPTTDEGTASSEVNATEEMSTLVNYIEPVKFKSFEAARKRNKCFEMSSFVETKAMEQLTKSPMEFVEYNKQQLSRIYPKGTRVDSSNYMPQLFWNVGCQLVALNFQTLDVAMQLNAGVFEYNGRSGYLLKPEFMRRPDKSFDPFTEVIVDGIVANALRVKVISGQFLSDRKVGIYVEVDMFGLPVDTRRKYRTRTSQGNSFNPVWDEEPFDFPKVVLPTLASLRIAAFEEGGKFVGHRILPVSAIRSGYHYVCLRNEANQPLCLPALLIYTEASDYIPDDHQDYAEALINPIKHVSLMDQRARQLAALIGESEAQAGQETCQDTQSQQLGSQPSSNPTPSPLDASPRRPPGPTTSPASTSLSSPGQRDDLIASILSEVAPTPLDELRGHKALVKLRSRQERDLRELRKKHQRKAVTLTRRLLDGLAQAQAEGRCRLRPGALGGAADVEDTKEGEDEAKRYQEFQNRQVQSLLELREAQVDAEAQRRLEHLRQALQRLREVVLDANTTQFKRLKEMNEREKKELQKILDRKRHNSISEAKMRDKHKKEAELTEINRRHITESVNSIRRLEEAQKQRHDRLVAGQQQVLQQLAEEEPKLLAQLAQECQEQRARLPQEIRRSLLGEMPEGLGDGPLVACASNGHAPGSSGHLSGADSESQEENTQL
NR1D1 modulator – modulators of human Rev-erb alpha DNA binding. AID 1259318. activity, % at 10 µM. Rev-erbα–FITC-DNA binding, fluorescence polarization, 90 min. P20393. 0.79% of 370,000 active;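 active means activity above about 14%, limit read from the data; passing the limit was not always enough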;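 further: 0% = DMSO wells with 35 nM protein and 100% = DMSO wells with 750 nM protein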
sPLA2-III inh – Inhibits HGIII-sPLA2 liposome hydrolysis, primary screen; Q9NZ20; QFRET BODIPY PC-A2 liposome hydrolysis, fluorescence; inhibition, % at 12.2 µM; 0.56% of 370,000 active; AID 743126;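 active means inhibition above mean plus 3 SD of compounds lying within the high and low control bounds, cut at about 19% in these data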;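 further: 0% = median of test compound wells and 100% = no enzyme DMSO wells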
ssDAF12 agonist – activators of S. stercoralis DAF-12 nuclear receptor; HEK293 ssDAF-12/GRIP1 lit1-tk-luc reporter, luminescence; % of 3 µM dafachronic acid response; activation, % at 6.8 µM; 1% of 370,000 active;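 active means activation above the mean over all tested compounds plus 3 SD, cut at about 0.9% in these data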;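 further: 0% = DMSO-only wells and 100% = 3 µM delta7-dafachronic acid wells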
PG9 binder – binds the HIV-1 gp120 antibody PG9. 0.43% of 360,000 active. TR-FRET gp120-PG9 antibody binding. inhibition, % at 6.7 µM; in the data active means inhibition above about 8.5%
FXN GAA850 act – frataxin GAA850 promoter activation. HEK293 lucGAA850 FXN promoter luciferase reporter, 24 h; percent of 10 µM SAHA response. activation, % at 6 µM. 0.56% of 360,000 active. AID 540364;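 active means activation above the average of all compounds screened plus 3 SD, cutoff fixed separately per campaign, cut at about 7.5% in these data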;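 further: 0% = DMSO wells and 100% = 10 µM SAHA wells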
hgDAF-12 ag – activates the H. glycines DAF-12 receptor ligand-binding domain; activation, % at 6.8 µM; AID 687014; HEK293 GAL4-hgDAF12 UAS-luciferase reporter, agonist luminescence; normalized to butyrate control; 1.8% of 370,000 active;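 active means activation above a cutoff set at the mean of all screened compounds plus 3 SD, cut at about 10% in these data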;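 further: 0% = DMSO wells and 100% = sodium butyrate wells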
* hit, by the source's call; · = no result given. Compounds were not picked by outcome. Share with any hit: about 7%.

SMILES	hcDAF-12 act	DAX1 inh-1	SMARCA2 act	DAX1 inh-2	PLCb3 inh	NR1D1 modulator	sPLA2-III inh	ssDAF12 agonist	PG9 binder	FXN GAA850 act	hgDAF-12 ag
COc1ccc(CN(C)CC(=O)Nc2ccc(SC(F)F)cc2)cc1OC	-2.3	-2.0	-2	-1.7	1	2	-14	-2.3	0.3	-0.7	-5.1
Cc1ccc(C(=O)NCC(=O)OCC(=O)Nc2cc(S(=O)(=O)N3CCOCC3)ccc2C)cc1	1.0	-1.7	-4	-0.1	-5	0	16	-1.1	0.6	-1.2	1.7
COc1cc(NC(=O)c2ccc(Cl)cc2Cl)ccc1NC(=O)c1cccs1	-0.4	1.3	2	0.3	-5	0	-2	-1.6	-0.9	2.5	2.8
CC1CCN(c2c(NCC3CCC(C(=O)NCc4ccccc4Cl)CC3)c(=O)c2=O)CC1 (stereo unspecified)	-1.6	0.5	-1	0.4	3	0	8	-0.9	0.2	-1.2	0.7
COc1ccccc1NC(=O)c1ccc2nc(C)c(C)nc2c1	-0.7	-0.8	-1	0.7	0	0	0	-1.1	-2.4	3.3	0.1
Cc1onc(-c2ccccc2Cl)c1C(=O)NC(=S)Nc1ccc(C(C)(C)C)cc1	-0.5	-1.7	11*	-0.1	0	4	-14	-0.9	-0.9	-0.1	-0.1
COc1ccc(N2CCN(C(=O)CCC(=O)N3CCOc4ccc(C)cc43)CC2)cc1	-1.9	-0.4	-2	-0.5	-2	4	3	-1.3	-2.0	0.7	-0.8
CCOc1ccccc1N(CC(=O)Nc1cccnc1)S(C)(=O)=O	-0.8	-0.1	0	0.3	3	-5	3	-0.9	0.0	-0.4	3.0
O=C(Cc1ccccc1F)Nc1ccccc1-c1ccccc1	2.1	0.1	8	2.1	-3	0	0	-1.1	-0.3	4.0	5.2
C/C(COc1ccccc1)=N\NC(=O)c1nnn(-c2nonc2N)c1CSc1ccc(C)cc1	-0.9	0.1	-2	-2.1	-2	4	13	-1.6	1.5	1.8	-0.4
O=C(CCCN1C(=O)c2cccnc2C1=O)Nc1ccc(F)cc1Cl	0.0	0.0	4	-0.1	0	4	-3	-0.7	-0.8	2.0	0.9
Clc1cc2c(cc1/C=N/Nc1nc(N3CCOCC3)nc(N3CCOCC3)n1)OCO2	-2.3	1.0	0	-0.5	-5	-3	1	-1.4	-1.0	2.0	1.5
c1ccc(N2CCOCC2)c(Nc2nc3ccccc3n3cnnc23)c1	-1.9	-0.1	-5	-0.9	-17	-1	12	-1.0	0.2	1.0	-0.6
O=S(=O)(c1ccccc1)c1nc(-c2ccco2)oc1N1CCCCC1	-1.1	1.1	0	-0.1	-3	4	1	-0.9	-0.6	-0.6	-1.2
Nc1ccc2c(O)cc(S(=O)(=O)O)cc2c1	-1.1	1.3	-4	-1.6	-183	-36	-11	-0.8	-7.4	-1.4	-3.8
COc1ccc(/C=N/NC(=O)c2ccc(N3CCCC3=O)cc2)cc1	-0.8	-0.2	-3	0.0	-9	5	0	-1.1	-2.1	-0.2	1.8
O=C(CSc1nnc(NC(=O)c2cccc(F)c2)s1)NCc1ccco1	3.0	0.2	0	2.4	-7	6	-1	-0.3	-1.5	3.7	8.2
COc1ccc(S(=O)(=O)N2CCC(C(=O)NC3CCCC3)CC2)cc1C	-1.0	1.1	-2	-0.3	-2	-3	-6	-1.2	-1.9	1.9	1.0
CC(=O)C1=C(O)C(=O)N(Cc2ccccc2)C1c1ccco1 (stereo unspecified)	-1.1	-0.2	-5	-0.8	0	-1	-12	-1.2	-0.5	0.9	0.1
O=C(Nc1cccc(-c2cn3c(n2)SCC3)c1)c1ccc2c(c1)OCO2	0.6	-2.0	0	-0.3	-5	-9	-5	-1.6	-1.4	1.3	2.3
CCC1(c2ccccc2)NC(=O)N(CC(=O)N2CC(=O)Nc3ccccc32)C1=O (stereo unspecified)	1.4	-0.4	1	-0.1	-3	-4	-4	-1.1	-1.9	2.5	0.1
CCn1c(SCC(=O)Nc2ccccc2OC)nnc1-c1cnccn1	-1.9	2.8	-4	-0.6	-1	0	2	-1.2	0.2	-0.6	-0.2
CCCCCNCc1ccc(OCc2ccc(Cl)nc2)c(OC)c1	2.7	0.0	-4	0.4	0	6	3	-1.4	2.3	2.4	1.2
COc1ccc(NC(=O)CSc2nnc(Cn3nnc4ccccc43)n2C)cc1	-0.9	0.4	-1	-0.1	2	3	-3	-1.1	0.1	-3.4	2.5
CCOc1ccc(CCNC(=O)COC(=O)c2oc3ccccc3c2COC)cc1OCC	0.5	-0.3	-3	-1.4	-5	2	2	-1.5	0.3	2.8	0.7

A different layout for part of the listing above.
| SMILES | hcDAF-12 act | DAX1 inh-1 | SMARCA2 act | DAX1 inh-2 | PLCb3 inh | NR1D1 modulator | sPLA2-III inh | ssDAF12 agonist | PG9 binder | FXN GAA850 act | hgDAF-12 ag |
| --- | --- | --- | --- | --- | --- | --- | --- | --- | --- | --- | --- |
| O=C(Nc1cccc(-c2cn3c(n2)SCC3)c1)c1ccc2c(c1)OCO2 | 0.6 | -2.0 | 0 | -0.3 | -5 | -9 | -5 | -1.6 | -1.4 | 1.3 | 2.3 |
| CCC1(c2ccccc2)NC(=O)N(CC(=O)N2CC(=O)Nc3ccccc32)C1=O (stereo unspecified) | 1.4 | -0.4 | 1 | -0.1 | -3 | -4 | -4 | -1.1 | -1.9 | 2.5 | 0.1 |
| CCn1c(SCC(=O)Nc2ccccc2OC)nnc1-c1cnccn1 | -1.9 | 2.8 | -4 | -0.6 | -1 | 0 | 2 | -1.2 | 0.2 | -0.6 | -0.2 |

The list goes on.
SMILES	hcDAF-12 act	DAX1 inh-1	SMARCA2 act	DAX1 inh-2	PLCb3 inh	NR1D1 modulator	sPLA2-III inh	ssDAF12 agonist	PG9 binder	FXN GAA850 act	hgDAF-12 ag
C=CCN=C1NC(c2ccc(Cl)cc2)C(C(=O)OC)=C(C)N1Cc1ccccc1C(F)(F)F (stereo unspecified)	-0.7	·	1	0.5	0	-7	-3	-0.8	2.7	·	-1.2
CC1(C)CC(=O)C2=C(C1)NC(Nc1nc3ccccc3o1)=NC21CCCC1	0.2	-1.0	1	-0.1	2	-7	5	-1.6	-1.0	1.7	0.7
Cc1nn(Cc2noc(C(=O)NC3CCC(C)CC3)n2)c(C)c1Br (stereo unspecified)	-1.9	0.8	-2	0.0	-4	-5	-4	-0.9	-0.5	3.2	0.0
Cc1ccc(S(=O)(=O)N[C@H](C(=O)N2CCC(C(=O)N[C@@H](CC(=O)O)C(=O)O)CC2)C(C)C)cc1	-0.3	8.8*	-3	0.6	7	-8	6	-1.0	-1.5	1.5	-0.5
COc1ccc(O)c(C=NCC(C)N=Cc2cc(OC)ccc2O)c1 (stereo unspecified)	-0.1	1.3	0	-0.6	-12	0	3	-2.0	-1.8	1.6	-2.6
C/C(=N/NC(=O)c1ccc(Br)s1)c1ccncc1	-0.2	1.1	2	-1.8	-24	-1	-11	-0.8	-1.6	3.8	0.6
CCOC(=O)c1cnc(Nc2ccc(OCC)cc2)nc1C	-2.4	-0.4	0	-0.2	-4	-4	1	-1.0	-0.1	2.4	0.1
O=C(CN1CCN(c2cccc(Cl)c2)CC1)N1CCCC1	-1.3	-0.8	-2	-1.4	-6	-1	3	-0.9	0.3	1.6	-2.5
CC(c1ccccc1)N1C(=O)c2ccc(C(=O)Nc3ccc(Br)cc3C(=O)O)cc2C1=O (stereo unspecified)	0.2	-0.1	1	-0.6	-6	-2	-9	-0.8	1.7	0.5	-0.3
O=C(NNS(=O)(=O)c1ccc([N+](=O)[O-])cc1)C1CCCCC1	-0.2	0.8	0	-1.1	-5	0	3	-1.0	-0.9	1.4	0.7
COc1ccc(C2=NN(C(=O)c3ccccc3C(=O)O)C(c3ccccc3O)C2)cc1 (stereo unspecified)	13*	0.2	5	0.8	-60	1	-9	0.1	-1.4	2.0	16*
O=C1Cc2ccccc2C(=O)N1c1ccccc1	-0.3	1.1	-3	-0.2	-19	-1	-11	-1.7	-2.3	0.8	3.1
Cc1ccc2[nH]c(=O)c(CN(CC3CCCO3)C(=O)c3cccs3)cc2c1 (stereo unspecified)	-1.2	2.4	-2	0.4	-2	2	4	-1.1	-1.2	1.1	0.9
C=CCSc1nc2nc(C)cc(C)n2n1	0.1	1.5	0	0.1	2	-2	3	-0.9	-3.3	1.4	3.1
Nn1cnnc1N/N=C/c1cc(Br)cc(Br)c1O	-1.3	-1.4	-8	-2.3	-3	7	3	-2.0	-1.0	0.9	-7.9
Cc1ccc(S(=O)(=O)NC2(C(=O)O)CCCCC2)cc1	-0.5	0.0	-2	-0.1	2	-3	1	-1.6	1.4	1.4	-1.7
COc1ccc(CN=Cc2[nH]c3ccc(Br)c(Cl)c3c2O)cc1	1.1	-1.0	4	-0.9	-1	0	4	0.1	-3.7	-2.5	3.2
NC(=Nc1ccc(Br)cc1)c1ccccc1	2.4	2.4	1	1.4	-6	-5	2	-1.3	0.4	4.8	3.1
CC(=O)OC1CC(C)N(C(=O)c2ccccc2)c2ccc(C)cc21 (stereo unspecified)	0.3	1.1	-2	0.0	-3	0	3	-1.9	-0.7	0.5	-0.3
CCOc1cccc(CN2CCCC(CCC(=O)NCc3ccccc3F)C2)c1O (stereo unspecified)	-1.7	0.4	-3	0.6	11*	8	5	-1.2	-0.7	0.3	-0.4
CCCc1cc(C(=O)NNC(=S)NC(C)c2ccccc2)cs1 (stereo unspecified)	-1.1	0.7	-3	-0.7	-1	-1	4	-0.6	-2.9	-1.6	-2.6
Cc1cc(N2C(=O)Cc3ccccc3C2=O)ccc1C(C)C	-1.2	0.3	3	-0.3	-12	0	-3	-0.8	-0.5	2.8	3.4
Cc1cccc(OCC(=O)N2CCC(N3CCOCC3)CC2)c1	-0.4	0.4	1	-0.5	3	3	-3	-1.3	-0.1	0.3	-1.5
CSc1nc(N)c2c3c(sc2n1)CN(C)CC3	-0.4	1.6	-3	0.3	-88	0	17	-1.0	-0.4	1.9	1.5
Cc1ccc2c(c1)S/C(=C/c1ccc[n+](C)c1)N2CCO	-1.7	0.5	-6	-2.5	-9	-2	5	-2.0	-1.2	2.4	-3.3
O=C(NCc1cccnc1)NC1(C(F)(F)F)Oc2ccccc2O1	0.2	-1.3	2	-0.1	2	-1	-3	-1.0	0.0	3.9	2.2
CN(CCC1CCOCC1)C(=O)CC1C(=O)NCCN1C/C=C/c1ccccc1 (stereo unspecified)	-0.9	2.2	0	0.1	0	-3	1	-1.0	-0.7	2.1	1.0
O=C(Nc1cccc(-c2nc3ccccc3[nH]2)c1)c1cccc(NC(=O)c2ccco2)c1	-2.9	-2.9	7	-2.7	-31	-11	-5	-1.4	0.4	-6.5	-8.7
Cc1ccc(Oc2nc3c(C)cccn3c(=O)c2/C=C(\C#N)C(N)=O)cc1	0.2	-0.1	-4	0.0	-64	8	-4	-0.6	-0.6	-0.5	1.5
CCN(CC)CCC(=O)NN	-0.7	1.8	-2	0.3	-5	-8	-2	-2.3	2.5	-0.1	-1.4
